BioA inh: M. tuberculosis BioA enzyme inhibitors, primary screen, biochemical, plate reader, single point, HTS; 0.096% of 360,000 active; purified M. tuberculosis BioA enzyme; inhibition, % at 9.99 µM; in the data active = inhibition above about 40%
FBA Mtb inh: Mtb FBA enzyme inhibitors, primary screen, biochemical, fluorescence, strain H37Rv. purified M. tuberculosis FBA, fluorescence read-out. 2.3% of 360,000 active. inhibition, % at 1 µM. Fructose-bisphosphate aldolase (Mycobacterium tuberculosis (strain ATCC 25618 / H37Rv)), …; in the data active = inhibition above about 27%;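 also: 0% = vehicle and 100% = reference inhibitor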
Target sequence (P9WQA3 whole entry, looked up): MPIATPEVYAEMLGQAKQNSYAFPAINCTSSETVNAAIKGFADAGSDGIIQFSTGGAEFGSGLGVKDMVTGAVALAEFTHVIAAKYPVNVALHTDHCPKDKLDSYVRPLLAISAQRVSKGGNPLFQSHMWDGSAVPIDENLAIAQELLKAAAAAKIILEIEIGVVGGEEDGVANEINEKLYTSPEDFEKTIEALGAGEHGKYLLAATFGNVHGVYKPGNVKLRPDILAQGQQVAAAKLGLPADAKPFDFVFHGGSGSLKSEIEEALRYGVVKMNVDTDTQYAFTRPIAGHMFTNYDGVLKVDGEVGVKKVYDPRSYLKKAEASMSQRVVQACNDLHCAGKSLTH
* = called active by the depositor.

| Compound | FBA Mtb inh | BioA inh |
| --- | --- | --- |
| CCOC(=O)C1=CCN(S(=O)(=O)c2ccccc2F)C1c1ccc(F)cc1 (configuration not stated) | 3 | -0.6 |
| COCCN1C(=O)CCC1(C)C(=O)NC(C)(C)C (configuration not stated) | -2 | -2.9 |
| COc1ccccc1Cc1c(-c2ccc(OC)c(OC)c2)nc2ccc(C)cn12 | 45* | 18 |
| Cc1ccccc1CN1CCN(C(=O)[C@H]2O[C@@H](n3ccc(=O)[nH]c3=O)[C@H](O)[C@@H]2O)CC1 | -2 | 3.9 |
| CCOC(=O)C1=C[C@@H](c2ccccc2)N(S(=O)(=O)c2ccc(C)cc2)[C@H]1c1ccc(OC)cc1 | 2 | -1.3 |
| Cc1ccccc1C(=O)N(C)[C@H]1C[C@H]2c3[nH]c4ccccc4c3CCN2C[C@H]1[C@H](C)O | 14 | -6.3 |
| Cn1ccc2c(N3CCCC3)cc3c(c21)C1CCC3C1 (configuration not stated) | 2 | -7.8 |
| O=[N+]([O-])c1ccc(NN=C2CC3CCC2C3)c([N+](=O)[O-])c1 (configuration not stated) | -2 | 2.1 |
| CCOC1=C2CN(S(=O)(=O)c3ccc(C)cc3)[C@H](c3ccccc3)C[C@@H]2N(S(C)(=O)=O)[C@H](c2ccccc2)C1 | 4 | -2.4 |
| Nc1ccn([C@@H]2O[C@H](C(=O)N[C@H](CO)Cc3ccccc3)[C@@H](O)[C@H]2O)c(=O)n1 | 1 | 0.2 |
| Nc1ncnc2c1ncn2[C@@H]1O[C@H](C(=O)NCCCN2CCCC2=O)[C@@H](O)[C@H]1O | -1 | 0.8 |
| CC(C)(C)NC(=S)N1CCC2CC1c1cc(-c3ccc4c(c3)OCO4)ccc12 (configuration not stated) | 3 | 14 |
| COc1ccc(-c2nc3c(C)cc(Br)cn3c2Cc2cccc(F)c2)cc1OC | 0 | 13 |
| CC1=C(C(=O)N(C(C)C)C(C)C)CC(CC(=O)NCc2cccc3ccccc23)C(=O)N1Cc1ccccc1 (configuration not stated) | 3 | -1.8 |
| CN(Cc1ccc(Cl)cc1)C(=O)c1[nH]c(C(F)(F)F)nc1-c1ccccc1 | 0 | 1.9 |
| CCOC(=O)C1=CCN(S(=O)(=O)c2ccccc2C)C1c1ccc(F)cc1 (configuration not stated) | 4 | 1.1 |
| CN1CCN(C(=O)c2cc3c(c(-c4cccc(Br)c4)n2)[C@@H](CCO)N(S(=O)C(C)(C)C)C3)CC1 (some centres not stated) | 1 | -1.3 |
| CC(C)=CCC[C@H](C)C[C@@H]1CC2=C(C(=O)OC(C)(C)O2)[C@H](c2ccc(Cl)cc2)O1 | -1 | -1.5 |
| CCOC1=C2[C@@H](CN(S(=O)(=O)c3ccc(C)cc3)[C@H]2c2ccccc2F)[C@H]2C(=O)N(C3CCCCC3)C(=O)[C@H]2C1 | -2 | -0.5 |
| C=CCOC(=O)N1CCC2CC1c1c(-c3ccc(C(F)(F)F)cc3)cccc12 (configuration not stated) | 1 | -2.2 |
| CN(Cc1ccc(C(F)(F)F)cc1)C(=O)[C@H]1O[C@@H](n2cnc3c(N)ncnc32)[C@H](O)[C@@H]1O | -1 | 0.1 |
| COCCCNC(=O)/C=C/[C@H]1O[C@@H](n2cnc3c(NC(=O)c4ccccc4)ncnc32)[C@H](O)[C@@H]1O | 0 | -1.2 |
| CCN1C(=O)[C@@H]2[C@@H]3CN(S(=O)(=O)c4ccccc4C)[C@@H](c4ccc(Cl)cc4)[C@@H]3C(=O)C[C@@H]2C1=O | 0 | -1.8 |
| CN1CCN(c2cc(CNC[C@H]3O[C@@H](n4cnc5c(=O)[nH]c(N)nc54)[C@H](O)[C@@H]3O)ccc2F)CC1 | 1 | 0.0 |
| CC(C)OC(=O)c1ccc2ccc(-c3ccccc3)nc2c1 | -2 | 1.5 |

Record cards (already shown). Screens in order: FBA Mtb inh | BioA inh
Results for CN(Cc1ccc(Cl)cc1)C(=O)c1[nH]c(C(F)(F)F)nc1-c1ccccc1 = 0 | 1.9
Results for Cn1ccc2c(N3CCCC3)cc3c(c21)C1CCC3C1 (configuration not stated) = 2 | -7.8
Results for CCOC1=C2CN(S(=O)(=O)c3ccc(C)cc3)[C@H](c3ccccc3)C[C@@H]2N(S(C)(=O)=O)[C@H](c2ccccc2)C1 = 4 | -2.4

Additional results.
| Compound | FBA Mtb inh | BioA inh |
| --- | --- | --- |
| CC(C)C[C@H]1CNC(=S)N1C[C@H]1CCCN1C[C@H](Cc1ccccc1)N1C[C@H](CC(C)C)N(CCc2ccccc2)C1=S | 6 | -0.1 |
| O=C(Nc1ccc2c(c1)OCCO2)C(c1cc2ccccc2o1)N1CCN(c2ccc(F)cc2)CC1 (configuration not stated) | 1 | -2.4 |
| O=C(c1[nH]c(C(F)(F)F)nc1-c1ccccc1)N1CCN(C(=O)C2CCCO2)CC1 (configuration not stated) | 1 | 0.4 |
| CC1=C(C(=O)N2CCCCCC2)CC(CC(=O)NCCCN(C)C)C(=O)N1Cc1ccccc1 (configuration not stated) | -1 | 1.2 |
| Cc1ccc(Cc2c(-c3ccc(Br)cc3)nc3ccc(Cl)cn23)cc1 | 4 | -6.6 |
| C=CCN1Cc2ccccc2-n2nncc2C1 | 4 | -1.5 |
| CC(C)(C)OC(=O)N1CCN(C(=O)c2[nH]c(C(F)(F)F)nc2-c2ccccc2)CC1 | 2 | -3.9 |
| Cc1ccc(S(=O)(=O)N2C[C@H]3[C@H]4C(=O)N(C)C(=O)[C@H]4CC(=O)[C@H]3[C@@H]2c2ccccc2F)cc1 | 1 | -2.9 |
| CC1=C(C(=O)N2CCOCC2)CC(CC(=O)NC2CC2)C(=O)N1Cc1ccc(F)cc1 (configuration not stated) | -1 | 3.6 |
| OCC[C@@H]1C[C@H](O)[C@@H](O)[C@@]2(OCCc3cc(Cl)ccc32)O1 | 1 | 12 |
| CC(C)C[C@H]1CNC(=S)N1CC1CCCN1C[C@H](Cc1ccccc1)N1C[C@H](Cc2ccccc2)N(CC2CCCCC2)C1=S (some centres not stated) | -1 | -0.5 |
| COc1ccc(-n2nnnc2C(CCSC)N2CCC3(CC2)C(=O)NCN3c2ccccc2)cc1 (configuration not stated) | 1 | -0.2 |
| CNC(=O)c1cc(Oc2ccc(NC(=O)c3[nH]c(-c4ccccc4)c4c3C(=O)N(C)C4=O)cc2)ccn1 | 2 | -4.3 |
| N#CC1c2ccccc2-n2nncc2CN1C(=O)c1ccccc1F (configuration not stated) | 3 | 1.1 |
| COc1ccc(-c2cc3c(c4c2ccn4C)C2CCC3O2)cn1 (configuration not stated) | 5 | 1.3 |
| CC1=C(C(=O)N2CCCCCC2)CC(CC(=O)NCc2cccs2)C(=O)N1Cc1ccccc1 (configuration not stated) | -3 | 4.0 |
| Cc1ccc(S(=O)(=O)N2C[C@H]3C(=O)C[C@@H]4C(=O)N(c5ccccc5)C(=O)[C@@H]4[C@@H]3C[C@H]2c2cccs2)cc1 | 5 | -0.2 |
| CCOc1ccc(CCN2C(=S)N([C@@H](Cc3ccc(O)cc3)CN3CCC[C@@H]3CN3C(=S)NC[C@@H]3CC(C)C)C[C@@H]2Cc2ccc(O)cc2)cc1 | -5 | 2.9 |
| COc1ccc(-c2nc3ccc(C)cn3c2Cc2cccc(Cl)c2)cc1OC | 33* | 30 |
| Cc1cc2nc(C(C)(C)C)c(Cc3cccc(F)c3)n2c(C)c1Br | -2 | -0.9 |
| COc1ccc(CN2C(=O)C(CC(=O)NCc3cccc4ccccc34)CC(C(=O)N(C(C)C)C(C)C)=C2C)cc1 (configuration not stated) | 4 | -1.4 |
| Fc1cccc(-c2ccc3c(c2)CN(c2cccc(Cl)c2)Cc2cnnn2-3)c1 | -1 | 6.2 |
| C(=C\c1ccccc1)/CN1CCN(C(c2nnnn2-c2ccc3c(c2)OCCO3)C2CC2)CC1 (configuration not stated) | -2 | -1.3 |
| COc1ccc(-c2nn(-c3ccccc3)cc2CNC[C@H]2O[C@@H](n3ccc(=O)[nH]c3=O)[C@H](O)[C@@H]2O)cc1 | 0 | -0.4 |
| COc1cc(NC(=O)[C@H]2O[C@@H](n3ccc(N)nc3=O)[C@H](O)[C@@H]2O)cc(OC)c1OC | 0 | 1.4 |
| CCCN(CCC)Cc1cc(=O)oc2cc(C)c(Cl)cc12 | 2 | -2.3 |
| CN(Cc1ccc(Cl)c(Cl)c1)C(=O)c1[nH]c(C(F)(F)F)nc1-c1ccccc1 | -3 | 2.0 |
| Cn1ccc2c(-c3ccc(C(F)(F)F)cc3)cc3c(c21)C1CCC3O1 (configuration not stated) | 93* | 0.0 |
| Cc1ccccc1CNC(=O)c1[nH]c(C(F)(F)F)nc1-c1ccccc1 | -1 | -0.4 |
| O=C(CC[C@H]1O[C@@H](n2ccc(=O)[nH]c2=O)[C@H](O)[C@@H]1O)N[C@H](Cc1ccccc1)C(=O)NCc1ccccc1 | 0 | 0.0 |
| CCCCn1nnnc1C(c1ccccc1OC(F)(F)F)N1CCN(C/C=C/c2ccccc2)CC1 (configuration not stated) | -1 | 9.4 |
| COc1ccc(-n2nnnc2C(CCc2ccccc2)N2CCC(n3c(=O)[nH]c4ccccc43)CC2)cc1 (configuration not stated) | -1 | -0.6 |
| CC(C)(C)C(=O)N1Cc2cc(-c3cccc(F)c3)ccc2-n2nncc2C1 | 1 | 7.9 |
| CC1=C(C(=O)N(C(C)C)C(C)C)CC(CC(=O)NCCN2CCOCC2)C(=O)N1CCC1=CCCCC1 (configuration not stated) | 0 | -2.6 |
| CCCCn1nnnc1C(c1ccc(OC)cc1)N1CCN(C/C=C/c2ccccc2)CC1 (configuration not stated) | -1 | 1.8 |
| Fc1ccc(-c2nc3ccc(Br)cn3c2Cc2ccccc2C(F)(F)F)cc1 | 2 | 1.1 |
| O=C(Nc1c(-c2ccc3c(c2)OCO3)[nH][nH]c1=O)c1cccc(C(F)(F)F)c1 | 0 | -5.1 |
| Cc1cc(Br)cn2c(Cc3ccsc3)c(-c3ccc(C#N)cc3)nc12 | 4 | 5.6 |
| O=C(CC[C@H]1O[C@@H](n2cnc3c(NC(=O)c4ccccc4)ncnc32)[C@H](O)[C@@H]1O)NCc1nc2ccccc2[nH]1 | -5 | 0.7 |
| CC(C)(C)n1nnnc1C(c1ccnc2ccccc12)N1CCC2(CC1)C(=O)NCN2c1ccccc1 (configuration not stated) | -3 | 5.7 |
| O=S1(=O)C[C@H](N2CCC(Cc3ccccc3)CC2)[C@@H](COCc2ccccc2)N1 | -2 | 0.7 |
| CN[C@@H](CO)C(=O)NC[C@H]1O[C@@H](n2cnc3c(N)ncnc32)[C@H](O)[C@@H]1O | -1 | -4.8 |
| CCCc1nc2ccc(C)cn2c1Cc1cccc(F)c1 | 28* | 2.0 |
| O=C(NCC1CCCCC1)c1[nH]c(C(F)(F)F)nc1-c1ccccc1 | -3 | 0.3 |
| CCN1CCN(C(C(=O)NC2CCCCC2)C2CC2)CC1 (configuration not stated) | 0 | 0.6 |
| FC(F)(F)Oc1ccccc1C(c1nnnn1C1CCCC1)N1CCN(C/C=C/c2ccccc2)CC1 (configuration not stated) | -3 | 9.9 |
| COC(=O)c1cc(Cl)ccc1NCC(N)c1ccccc1 (configuration not stated) | 115* | 3.8 |
| CC[C@H](C)C1OC(=O)[C@@H](C)[C@@H](CC)NC(=O)[C@H](C)N(C)C(=O)C(C)(C)C(=O)C(C)NC(=O)[C@H](Cc2ccc(OC)cc2)N(C)C(=O)[C@H](C(C)C)N(C)C(=O)CNC(=O)[C@H](CC(C)C)N(C)C(=O)CNC1=O (some centres not stated) | 1 | -7.1 |
| Cc1ccc(C)c(NCCCCC(=O)O)c1 | -1 | 9.0 |
| C(=C\c1ccccc1)/CN1CCN(C(c2cc3ccccc3o2)c2nnnn2-c2ccc3c(c2)OCCO3)CC1 (configuration not stated) | 1 | -1.0 |

Two entries from above, with values under each structure:
Below each SMILES: FBA Mtb inh	BioA inh
> CCCc1nc2ccc(C)cn2c1Cc1cccc(F)c1
→ 28*	2.0
> O=C(NCC1CCCCC1)c1[nH]c(C(F)(F)F)nc1-c1ccccc1
→ -3	0.3

3 entries from above, reformatted:
> COc1ccc(-n2nnnc2C(CCc2ccccc2)N2CCC(n3c(=O)[nH]c4ccccc43)CC2)cc1 (configuration not stated)
  FBA Mtb inh = -1; BioA inh = -0.6

> Fc1cccc(-c2ccc3c(c2)CN(c2cccc(Cl)c2)Cc2cnnn2-3)c1
  FBA Mtb inh = -1; BioA inh = 6.2

> CC1=C(C(=O)N(C(C)C)C(C)C)CC(CC(=O)NCCN2CCOCC2)C(=O)N1CCC1=CCCCC1 (configuration not stated)
  FBA Mtb inh = 0; BioA inh = -2.6

(next part)
| Compound | FBA Mtb inh | BioA inh |
| --- | --- | --- |
| CCCCOC1NC(=O)NC(=O)C1(F)C(=O)OCC (configuration not stated) | -1 | -1.2 |
| COc1ccc(C(c2nnnn2C2CCCCC2)N2CCC3(CC2)C(=O)NCN3c2ccccc2)cc1 (configuration not stated) | -2 | 8.5 |
| COC(=O)c1ccc2nc(-c3ccc(Cl)cc3)c(Cc3ccccc3OC)n2c1 | 2 | 1.1 |
| CC(C)C[C@H]1CNC(=S)N1C[C@H]1CCCN1C[C@H](Cc1ccccc1)N1C[C@H](Cc2ccc(O)cc2)N(CC2CCCCC2)C1=S | -1 | 13 |
| Cc1cc2nc(-c3cccc(Br)c3)c(CC(C)(C)C)n2c(C)c1Br | -2 | -0.7 |
| COc1ccc(-n2nnnc2C(c2cccc3ccccc23)N2CCN(C/C=C/c3ccccc3)CC2)cc1 (configuration not stated) | -2 | -0.9 |
| O=C(OCc1ccccc1)N1CCC2CC1c1cc(N3CCN(C(=S)NCCc4ccccc4)CC3)ccc12 (configuration not stated) | -6 | -2.9 |
| CN1OC[C@@H]2CN(C(=O)Nc3ccccc3)[C@H](c3ccc(N4CCCCC4)cc3)C[C@@H]21 | 2 | -7.2 |
| O=C1NCN(c2ccccc2)C12CCN(C(c1ccnc3ccccc13)c1nnnn1C1CCCCC1)CC2 (configuration not stated) | -1 | 2.1 |
| CCCCCNc1ncnc2c(C)[nH]nc12 | -4 | 1.9 |
| Cc1ccc(-c2nc3ccc(Br)cn3c2Cc2cccc(F)c2)cc1 | -1 | -0.5 |

An excerpt; count on the stated rates, not on these rows.
